# Lamin A splicing: qHTS Assay for Modulators of Lamin A Splicing | HeLa LMNA splicing GFP/RFP minigene ratio, 48 h | Potency, µM (doses to about 46.1 µM), for the others: top-dose ratio change, negative = inhibition, hits mostly inhibitors | 200,000 tested, 0.01% active; active = well fitted inhibition curve with a large enough effect in the signal ratio, with a control signal flat, not every such curve was filed as active; inconclusive = small, poorly fitted or top-dose-only effect, or effect the other way, or a change in a side signal; the % refers to the signal ratio
#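 S3 HeLa stable clones carrying a lamin A-EGFP splicing minigene plus DsRed2 were seeded at 600 cells/well in Opti-MEM with 2% FBS, pin-dosed and incubated 48 h at 37°C. Acumen cytometry (488 nm) gave the GFP/RFP total-intensity ratio.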
# Numbers without * were called inactive; ? = inconclusive; [ ] = remark or other dose. % is scaled to controls: 0 for no effect and ±100 for the full control effect; potency is read from the fitted curve at half-maximal effect.
SMILES,Lamin A splicing
COc1cc(NC(=O)c2cnc3c(-c4ccc(F)cc4)c(C)nn3c2C)cc(OC)c1,13%[46 µM]
CCOc1ccc(OCC)c(NS(=O)(=O)c2c(C(=O)N3CCCCCC3)c(C)n(C)c2C)c1,?
Cn1ccc2cc(S(=O)(=O)N3CCN(C(=O)Nc4ccc(F)cc4F)CC3)ccc21,3%[46 µM]
CC(=O)c1cccc(NC(=O)Cc2noc3ccccc23)c1,-14%[46 µM]
CN(C)S(=O)(=O)c1ccc2c(c1)N(CC(=O)N1CCN(c3ccccc3F)CC1)CCS2,?
CC1CCn2c(nc3cc(C(=O)NCc4ccccc4)ccc32)C1 (stereo unspecified),?
COc1ccc(NS(=O)(=O)c2ccc3c(c2)CCCN3C(=O)C2CCC2)cc1OC,3%[46 µM]
CCN(CC)c1ccc(C(=O)NCc2nc3cccnc3n2Cc2ccc(C)cc2)cc1,15%[46 µM]
Cc1ccc(CNC(=O)c2c(Nc3ccccc3C)sc(C(=O)c3ccc(F)cc3)c2N)cc1,?
COc1cc(-c2cc(OC)c3c(C)oc(C)c3c(=O)c2)ccc1OC(=O)c1cccc(Cl)c1,?

# Among those listed so far, these contain a carbonyl joined to an NH by a bond outside any ring:
SMILES,Lamin A splicing
COc1cc(NC(=O)c2cnc3c(-c4ccc(F)cc4)c(C)nn3c2C)cc(OC)c1,13%[46 µM]
Cn1ccc2cc(S(=O)(=O)N3CCN(C(=O)Nc4ccc(F)cc4F)CC3)ccc21,3%[46 µM]
CC(=O)c1cccc(NC(=O)Cc2noc3ccccc23)c1,-14%[46 µM]
CC1CCn2c(nc3cc(C(=O)NCc4ccccc4)ccc32)C1 (stereo unspecified),?
CCN(CC)c1ccc(C(=O)NCc2nc3cccnc3n2Cc2ccc(C)cc2)cc1,15%[46 µM]
Cc1ccc(CNC(=O)c2c(Nc3ccccc3C)sc(C(=O)c3ccc(F)cc3)c2N)cc1,?

# Continuation:
SMILES,Lamin A splicing
COc1ccc(OC)c(CNC(=O)c2ccc(C)c(NC(=O)c3nsc4ccccc34)c2)c1,6%[46 µM]
COc1ccc(NCc2cccn2-c2nnc(N3CCC(C)CC3)s2)c(OC)c1,-11%[46 µM]
O=C1c2oc3ccccc3c(=O)c2C(c2cccc(Br)c2)N1c1ccccn1 (stereo unspecified),17%[46 µM]
Cc1cccc(-c2nc3scc(CCNS(=O)(=O)c4ccc(Oc5ccccc5)cc4)n3n2)c1,12%[46 µM]
CCCS(=O)(=O)N1CC(=O)N(c2cccc(Cl)c2)C(C)(C(=O)NC2CCCCC2)C1 (stereo unspecified),22%[46 µM]
CCCCN(CCCC)CCNC(=O)c1cc(=O)[nH]c2ccc(S(=O)(=O)N3CCCCCC3)cc12,?
COc1ccc(C2C=C(c3cccc(OC)c3)Nc3c(C(=O)Nc4ccccc4)cnn32)cc1 (stereo unspecified),4%[46 µM]
Cc1cc(-n2c(SCC(=O)NCc3ccccc3)nc3ccsc3c2=O)ccc1Cl,-7%[46 µM]
Cn1cc(-c2cc3n(n2)CCC(=O)N3CCCC(=O)Nc2ccc(Cl)cc2)c2ccccc21,5%[46 µM]
Cc1ccccc1CSc1nc2c(sc3ccccc32)c(=O)n1CCCOC(C)C,-13%[46 µM]
O=C(c1ccc2c(c1)OCCO2)N(Cc1cccnc1)c1nc2c(Cl)cccc2s1,?
CCn1cc(S(=O)(=O)c2cccc(C)c2)c(=O)c2cc(F)c(N3CCN(c4ccccc4)CC3)cc21,-7%[46 µM]
CCOC(=O)c1ccc(NC(=O)CN2Cc3ccccc3C2=O)cc1,-5%[46 µM]
COc1ccc(-c2nnc(SCC(=O)NC3CCCCC3)nc2-c2ccc(OC)cc2)cc1,3%[46 µM]
COc1cccc(NC(=O)Cn2nnc(C(=O)NCc3ccc4c(c3)OCO4)c2N)c1,0%[46 µM]
O=C(NCCCN1CCN(c2ccccc2)CC1)c1ccc2nc(CCc3ccccc3)oc2c1,3%[46 µM]
CCC(C)Nc1oc(-c2ccc(COc3ccc(Cl)cc3)o2)nc1C#N (stereo unspecified),?
Cc1cccc(NC(=O)c2ccc(F)c(S(=O)(=O)NCc3ccc4c(c3)OCO4)c2)c1,15%[46 µM]
Cc1ccc(C(C)C)c(OCC(=O)Nc2nc3c(s2)CCCC3)c1,?
COc1cc(NC(=O)Cn2c(=O)ccc3cc(S(=O)(=O)N4CCCC4)ccc32)cc(OC)c1,-9%[46 µM]

# Part of the list above in another layout:
smiles | Lamin A splicing
O=C(NCCCN1CCN(c2ccccc2)CC1)c1ccc2nc(CCc3ccccc3)oc2c1 | 3%[46 µM]
CCC(C)Nc1oc(-c2ccc(COc3ccc(Cl)cc3)o2)nc1C#N (stereo unspecified) | ?
Cc1cccc(NC(=O)c2ccc(F)c(S(=O)(=O)NCc3ccc4c(c3)OCO4)c2)c1 | 15%[46 µM]
Cc1ccc(C(C)C)c(OCC(=O)Nc2nc3c(s2)CCCC3)c1 | ?

# Additional entries:
SMILES,Lamin A splicing
CC1=C(C(=O)Nc2ccccc2)C(c2cccc(Cl)c2)n2nc(SCC(=O)c3ccc(C)cc3)nc2N1 (stereo unspecified),2%[46 µM]
CCOC(=O)C1CCN(C(c2ccc(C)cc2)c2c(O)cc(C)n(CCOC)c2=O)CC1 (stereo unspecified),?
Cc1ccccc1NC(=O)CN(C)S(=O)(=O)c1cccc2nsnc12,?
COc1ccc(OCc2nc(-c3ccc(-n4cccc4)cc3)no2)cc1,-4%[46 µM]
COc1ccc(C2C=C(c3ccc(C)cc3)Nc3c(C(=O)Nc4ccccc4)cnn32)cc1 (stereo unspecified),?
CCCN(CCC)S(=O)(=O)c1ccc(C(=O)Nc2sc3c(c2C(=O)OC)CCN(CC)C3)cc1,?
CCOC(=O)C1CCN(C(c2ccc(F)cc2)c2sc3nc(-c4ccco4)nn3c2O)CC1 (stereo unspecified),2%[46 µM]
COc1ccc(C)cc1NC(=O)c1ccc2nc(Cc3ccccc3)oc2c1,-22%[46 µM]
Cc1cccc(C)c1NC(=O)CCSCCc1ccccn1,0%[46 µM]
COC(=O)c1ccc(NC(=O)c2cnn(-c3ccc(Cl)cc3)c2C2CCN(C(=O)OC(C)(C)C)CC2)cc1,?
CCc1ccc(Nc2ncnc3c2cnn3-c2cc(Cl)ccc2C)cc1,?
Cc1ccc(C)c(N2CCN(C(=O)C3CCN(c4nc5ccc(C)cc5[nH]4)CC3)CC2)c1,?
COc1cccc(Cn2c(SCC(=O)N(C)c3ccccc3)nc3ccccc32)c1,-2%[46 µM]
COc1ccc(Cl)cc1NC(=O)COc1cccc2c(=O)n(C)ccc12,-1%[46 µM]
CC(=O)Nc1ccc(NS(=O)(=O)c2c(C(=O)N3CCC(C)CC3)c(C)n(C)c2C)cc1,5%[46 µM]
CC(C)(C)c1ccc(C(=O)NC(Cc2c[nH]c3ccccc23)C(=O)OCC(=O)c2ccc(Cl)cc2)cc1 (stereo unspecified),?
COc1cccc(C(=O)Nc2ccccc2OCc2cc(=O)n3cc(C)ccc3n2)c1,-8%[46 µM]
COc1cccc(CN2CCc3nc(Nc4ccc5c(c4)OCCO5)ncc3C2)c1OC,-5%[46 µM]
O=C(Nc1cccc(Br)c1)c1cc(-c2ccc3c(c2)OCCO3)on1,13%[46 µM]
CCOc1ccccc1NC(=O)c1cnc(N2CCOCC2)c2ccccc12,-16%[46 µM]
CCc1nc(-c2ccc(C)c(S(=O)(=O)N3CCN(c4ccc(C(C)=O)cc4)CC3)c2)no1,2%[46 µM]
CCN(CC)c1ccc(NC(=O)c2cc(CN3CCCC3)on2)c(C)c1,8%[46 µM]
COCCCNC(=O)c1nn(-c2ccc(C)cc2)c(=O)n(C)c1=O,?
Cc1ccc(CNC(=O)c2cc(-c3ccc(C)c(C)c3)nc3ccccc23)cc1,12%[46 µM]
CC(=O)c1cc(-c2ccccc2)n(CC(=O)Nc2ccc(C)cc2C)c1C,-3%[46 µM]
Cc1nn(C)c2c1c(C(F)(F)F)cc(=O)n2C(C)C(=O)NCc1ccc(Cl)cc1 (stereo unspecified),-11%[46 µM]
CCC1Oc2ccccc2N(CC(=O)NCc2ccc(C)cc2)C1=O (stereo unspecified),-20%[46 µM]
Cc1ccc(-n2c(=O)cc(N3CCN(c4ccccc4Cl)CC3)[nH]c2=O)cc1,4%[46 µM]
CCC1CN(C(=O)N2CCC(C(=O)NCc3cccc(OC)c3OC)CC2)c2cc(C)ccc2O1 (stereo unspecified),?
CC(C)CCNC(=O)c1ccc2nc(CCc3ccccc3)oc2c1,9%[46 µM]
COc1cc(C(=O)N2CCN(c3ccc(Nc4ccccc4)nn3)CC2)cc(OC)c1OC,8%[46 µM]
O=C(COc1ccc(Cl)cc1)NCC(c1ccco1)S(=O)(=O)c1ccc(F)cc1 (stereo unspecified),3%[46 µM]
CCN(CC)c1ccc(NC(=O)c2cc(C)nc3c2c(C)nn3-c2cccc(F)c2)c(C)c1,9%[46 µM]
CN(C)S(=O)(=O)c1ccc2c(c1)N(CC(=O)N1CCCCC1)CCS2,?
Cc1ccc(CNC(=O)c2cccc(NC(=O)N3CCSc4ncccc43)c2)cc1,?
CCc1ccc(S(=O)(=O)NCc2ccc3c(c2)CCN3C(=O)c2ccc(C)cc2)cc1,-6%[46 µM]
COc1ccc(-c2nc(Cn3c(SCc4cccc(C(F)(F)F)c4)nc4cccnc43)c(C)o2)cc1OC,?
Cc1cccc(N2CCN(C(=O)Cn3c(=O)c4cccn4c4ccc(F)cc43)CC2)c1C,-18%[46 µM]
COc1ccccc1C1C=C(c2ccc(C(C)C)cc2)Nc2nnnn21 (stereo unspecified),-2%[46 µM]
COc1ccc(CNC(=O)c2ccc(CS(=O)(=O)c3ccccc3OC)o2)cc1,-6%[46 µM]
Cc1ccc(O)c(NC(=O)c2cc(-c3ccccc3O)no2)c1,-13%[46 µM]
O=C(Nc1nnc(S(=O)(=O)N2CCc3ccccc32)s1)c1cccc(Cl)c1,?
CC(C)CC(=O)Nc1ccc(C(=O)OCc2cc(=O)n3nc(C(C)C)sc3n2)cc1,22%[46 µM]
Cc1cn2c(=O)cc(COC(=O)c3ccc(NC(=O)c4ccccc4C)cc3)nc2s1,-7%[46 µM]
Cc1ccc(N2C(=O)CS(=O)(=O)C23C(=O)Nc2ccccc23)cc1C (stereo unspecified),?
O=C(NCCCN1CCCCC1)c1ccc2c(c1)sc1nc(-c3ccc(F)cc3)cn12,12%[46 µM]
Cc1ccn2c(=O)cc(CSc3nnc(NC(=O)c4ccccc4Cl)s3)nc2c1,12%[46 µM]
CC(=O)Nc1nonc1-c1nnc(SCC(=O)Nc2cccc(C)c2C)n1-c1ccccc1,1%[46 µM]
COc1cccc(CNC(=O)C2CCN(c3ncnc4c3nc3n4CCCCC3)CC2)c1,10%[46 µM]
Cc1nc(-c2ccc(S(=O)(=O)Nc3cc(Cl)ccc3C)cc2)co1,-12%[46 µM]

# Continued.
SMILES,Lamin A splicing
Cc1ccc(C2c3[nH]c4ccccc4c3CCN2C(=O)c2ccccc2Br)cc1 (stereo unspecified),?
Cc1ccc(C)c(CN2C(=O)c3ccccc3Sc3ccc(C(=O)NCCCOC(C)C)cc32)c1,-17%[46 µM]
CCOc1ccccc1NC(=O)c1cc2cc(C)ccc2n1C,?
O=C(Nc1c(C(=O)N2CCN(c3ccc(F)cc3)CC2)oc2ccccc12)c1c(F)cccc1F,-2%[46 µM]
CCOC(=O)c1cccc(NS(=O)(=O)c2cn(C)c(C)n2)c1,3%[46 µM]
CCOC(=O)C1CCC(CN(Cc2ccc(OC)cc2)S(=O)(=O)c2ccc(C)cc2)CC1 (stereo unspecified),10%[46 µM]
Cc1cccc(-n2ncc(C(=O)NCc3ccco3)c2C2CCN(C(=O)OC(C)(C)C)CC2)c1,-2%[46 µM]
COc1ccccc1N1CCN(C(=O)CSc2nc3ccccc3nc2Cc2ccc(C)cc2)CC1,-18%[46 µM]
CCOC(=O)N1CCN(S(=O)(=O)N2CCCC(C(=O)NCc3cccc(OC)c3)C2)CC1 (stereo unspecified),-10%[46 µM]
COc1ccc(OCC(=O)NCc2ccc3c(c2)CCN3C(=O)c2ccccc2)cc1,?
CC(=O)c1ccc(NC(=O)c2cnc(N3CCCC3)nc2C)cc1,3%[46 µM]
COc1ccc(CCNC(=O)c2cc(-c3ccc(C)c(C)c3)nc3ccccc23)cc1OC,5%[46 µM]
COc1cccc(Cn2c(CNC(=O)c3cc([N+](=O)[O-])ccc3Cl)nc3cccnc32)c1,?
CCCCN(C)CCCNC(=O)c1cc(-c2cccnc2)nc2ccccc12,?
CC(=O)N1CCOc2cc(S(=O)(=O)Nc3cccc(C(F)(F)F)c3)c(Cl)cc21,15%[46 µM]
CCN(c1cc(C)cc(C)c1)S(=O)(=O)c1nnc(NC(=O)c2ccccc2C)s1,-8%[46 µM]
COc1cccc(CC(=O)Nc2ccc3nc(Nc4cccc(C(F)(F)F)c4)cc(C)c3c2)c1,?
Cc1ccc(-n2ncc(C(=O)NCc3cccs3)c2C2CCN(C(=O)OC(C)(C)C)CC2)c(C)c1,?
COc1ccc(OC)c(NC(=O)c2c(NCc3cccs3)sc3c2CCCCC3)c1,-13%[46 µM]
Cc1cc(C)cc(-n2ccn(Cc3ccc(F)cc3)c(=O)c2=O)c1,5%[46 µM]
Cc1ccc(C(=O)N2CCN(c3ccccc3)CC2)cc1NC(=O)c1nsc2ccccc12,?
O=C(Nc1ccc(F)c(F)c1)C(c1ccccc1)N1Cc2ccccc2C1=O (stereo unspecified),-18%[46 µM]

# The list is partial; count on the stated rates, not on these rows.
